# Compound activity from PubChem BioAssay.
# Hck Nef HTS – blocks Nef-activated human Hck kinase | AID 463187 | Recombinant Hck-YEEI plus Nef, Z-Lyte FRET kinase assay | inhibition, % at 20 µM | P08631 | 220,000 tested, 0.68% active;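 active means Hck-Nef kinase inhibition above about 50%, limit read from the data; inactive means inhibition below that limit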;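 further: 0% = DMSO with Hck plus Nef and 100% = Hck alone without Nef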
# TNF death inh – TNF-alpha cell death inhibition in Jurkat FADD-/- cells; Jurkat FADD-/- TNF necroptosis rescue, ATP luminescence, 24 h; 0 = TNF only, 100 = no-TNF cells; activation (protection from cell death), % at 10 µM; 220,000 tested, 0.068% active;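 active means activation, meaning protection from cell death, of at least 50% relative to plate controls; inactive means activation below 50%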;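 further: necroptosis triggered by 40 ng/mL TNF-alpha added together with compound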
# PERK inhibitor – blocks human PERK kinase | Q9NZJ5 | CHO PERK-DD fusion, SEAP luminescence translation reporter | inhibition, % at 5.6 µM | 220,000 tested, 0.17% active;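 active means inhibition above the mean inhibition of all tested compounds plus 3 SD, set separately per screening campaign, cut at about 2.9% in these data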;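 further: PERK kinase domain activated by AP20187 dimerizer at 100 nM; 0% = DMSO with dimerizer and 100% = rapamycin at 8.4 µM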
# zVAD death inh – blocks zVAD induced death of L929 cells. L929 zVAD necroptosis rescue, ATP luminescence, 24 h; with zVAD 60 µM. viability rescue, % at 10 µM. 220,000 tested, 0.38% active. AID 1377;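 active means activation, scaled between plate controls, above about 75%, limit read from the data; inactive means activation under that limit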;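 further: 0% = zVAD with DMSO and 100% = DMSO alone without zVAD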
# EP2 mod – modulates human prostaglandin E2 receptor EP2 signaling. P43116. EP2-expressing cells, cAMP HTRF FRET, PGE2 co-stimulation. induction, % at 25 µM. 260,000 tested, 0.83% active. AID 940;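 active means compounds whose cAMP rise, as percent of the full-agonist control response, exceeds 60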;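 further: rat C6 glioma line stably carrying human EP2 under a CMV promoter; the protocol text gives 20 µM as final concentration; 100% = response of wells given 1 µM PGE2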
# Target sequence (P43116 whole entry, looked up): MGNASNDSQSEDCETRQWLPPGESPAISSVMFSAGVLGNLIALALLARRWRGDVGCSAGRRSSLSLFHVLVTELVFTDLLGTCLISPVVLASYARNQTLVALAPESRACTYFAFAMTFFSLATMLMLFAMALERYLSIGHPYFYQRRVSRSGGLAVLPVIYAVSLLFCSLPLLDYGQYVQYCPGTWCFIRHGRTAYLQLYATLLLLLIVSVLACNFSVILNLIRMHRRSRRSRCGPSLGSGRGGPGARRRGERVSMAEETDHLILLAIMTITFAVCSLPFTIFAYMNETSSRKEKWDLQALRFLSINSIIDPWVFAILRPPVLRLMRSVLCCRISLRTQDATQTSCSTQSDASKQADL
# Runt-CBFb FRET – Runt domain-CBFb interaction inhibition. Q01196+Q13951. Cerulean-Runt/Venus-CBFb FRET ratio 530/480, 1 h. inhibition, % at 20 µM. 220,000 tested, 0.46% active;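 active means inhibition over about 50% at 20 µM in the single-dose screen, limit read from the data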;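 further: 0% = DMSO wells and 100% = excess unlabeled CBFb competitor control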
#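 Assay system: Cerulean-tagged RUNX1 Runt domain (FRET donor) fusion protein / Amount: 100 nM each of Venus-CBFb and Cerulean-Runt domain / Medium: Tris buffer pH 7.5 with salts and BSA / Also added: Venus-CBFb 100 nM / Schedule: 1 h complex formation plus 1 h compound treatment, room temperature / Signal: FRET fluorescence / Read-out: loss of energy transfer signal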
# Runt-SMMHC FRET – blocks binding of human RUNX1 Runt domain to CBFb-SMMHC; inhibition, % at 20 µM; Cerulean-Runt/Venus-CBFb-SMMHC FRET ratio 530/480, 1 h; 220,000 tested, 0.74% active; Q01196+Q13951; AID 1434;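 active means mean inhibition across duplicate retests at 20 µM reaching about 50%, limit read from the data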;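 further: 0% = DMSO wells and 100% = wells with excess untagged CBFb-SMMHC; inhibitors lower the FRET ratio by blocking Runt binding to CBFb-SMMHC; some results filed as inactive read as strong as hits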
# EP2 antag – blocks the human prostaglandin E2 receptor EP2; 260,000 tested, 0.52% active; P43116; C6 glioma cells expressing human EP2, cAMP TR-FRET; cells stimulated with saturating PGE2; inhibition, % at 25 µM;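 active means percent inhibition above 40 after rounding to a whole number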;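 further: rat C6 glioma host cells with rolipram phosphodiesterase inhibitor present; the protocol text gives 20 µM as final concentration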
# RBBP9 inh – human RBBP9 hydrolase inhibition. recombinant RBBP9, FP-Rh probe fluorescence polarization. AID 1515. O75884. inhibition, % at 7.94 µM. 220,000 tested, 0.2% active;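 active means inhibition above the campaign mean of all tested compounds plus 3 SD, cut at about 14% in these data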;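 further: plate controls were DMSO wells with RBBP9 for no effect and wells lacking RBBP9 protein for full effect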
# Target sequence (O75884 whole entry, looked up): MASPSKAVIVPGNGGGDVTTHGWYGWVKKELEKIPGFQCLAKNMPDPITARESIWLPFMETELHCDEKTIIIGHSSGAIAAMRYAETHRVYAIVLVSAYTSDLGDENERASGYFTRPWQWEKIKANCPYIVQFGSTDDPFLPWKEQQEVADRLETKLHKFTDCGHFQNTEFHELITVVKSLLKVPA
#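 System: RBBP9 protein | Quantity: 2.5 µM RBBP9 dispensing solution, before mixing | Reagent: FP-Rh probe, 375 nM dispensing solution | Timing: Enzyme-compound preincubation 30 min, then probe labeling 45 min, 25 °C | Measured by: Fluorescence polarization | Read-out: % inhibition | Replication: One well per compound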
# Numbers without * were called inactive; . = no result given; & = joins results of further samples.
# Letters: A = Hck Nef HTS; B = TNF death inh; C = PERK inhibitor; D = zVAD death inh; E = EP2 mod; F = Runt-CBFb FRET; G = Runt-SMMHC FRET; H = EP2 antag; I = RBBP9 inh
1) COc1ccc(CCNC(=O)Cc2ccc3c(c2)OCO3)cc1OC
  A: 2; B: 0.0; C: 0.9; D: 2.1; E: -8; F: 0; G: 0; H: 8; I: -1
2) O=S(=O)(ON(c1ccccc1)S(=O)(=O)c1ccccc1)c1ccccc1
  A: -21; B: 0.8; C: 0.2; D: 0.0; E: 32; F: -1; G: -2; H: 6; I: -10
3) Nc1nc(Nc2ccccc2)sc1C(=O)c1ccccc1
  A: 34; B: 11; C: 0.4; D: 4.1; E: 18; F: 1; G: -2; H: 6; I: -1
4) O=C1c2cccc3c([N+](=O)[O-])c(O)cc(c23)C(=O)N1Nc1ccccc1
  A: 14; B: -0.7; C: -0.2; D: -1.7; E: -29; F: -3; G: -27; H: 4; I: -2
5) CC(=O)c1c(C)oc2ccc(NS(=O)(=O)c3ccc(O)c(C(=O)O)c3)cc12
  A: 1; B: -0.2; C: 1.1; D: 0.0; E: -62; F: -2; G: -14; H: 10; I: -12
6) Cc1ccc(-c2ccc(CCC(=O)O)n2NC(=O)c2ccc([N+](=O)[O-])cc2)cc1
  A: -17; B: -0.9; C: -0.7; D: 0.1; E: 23; F: 4; G: -2; H: 2; I: -4
7) COc1ccc(Br)cc1CN1CCN(C(=O)c2ccc(F)cc2)CC1
  A: 12; B: 0.7; C: -0.7; D: 0.9; E: -62; F: -2; G: 1; H: 2; I: -15
8) Cc1cc(/C=N/NC(=O)c2ccc(CN3CCOCC3)cc2)c(C)n1-c1ccccc1
  A: 1; B: -4.8; C: -1.3; D: -0.1; E: -9; F: -1; G: 0; H: 8; I: 2
9) CCn1nc(CC(=O)Nc2nnc(CC(=O)N3CCCCC3)s2)c2ccccc2c1=O
  A: 3; B: 0.7; C: 0.4; D: 0.4; E: 35; F: 0; G: 1; H: .; I: -2
10) Cc1nn(C)c(C)c1NC(=O)c1ccc(Br)o1
  A: 21; B: 0.6; C: 0.2; D: 1.1; E: 17; F: 2; G: -2; H: 13; I: -7
11) O=C(Cc1ccc(Br)cc1)Nc1cccc(-c2cn3c(n2)SCC3)c1
  A: 14; B: -11; C: -0.2; D: -0.3; E: -69; F: 0; G: -2; H: 10; I: -8
12) COc1cc(C(=O)Nc2ccncc2)c([N+](=O)[O-])cc1OC
  A: 6; B: 3.0; C: 2.7; D: -0.1; E: 7; F: 0; G: -8; H: 5; I: -1
13) O=c1c2ccccc2sn1-c1cc(S(=O)(=O)N2CCOCC2)ccc1N1CCCC1
  A: 2; B: -3.5; C: -0.7; D: -1.1; E: -36; F: -30; G: 39; H: 14; I: 10
14) COC(=O)Cc1ccc(OCC(=O)Nc2ccc(OC(F)(F)F)cc2)cc1
  A: 7; B: 2.2; C: -0.1; D: 0.2; E: -7; F: -5; G: 3; H: 14; I: 1
15) Cc1cc(C(=O)N/N=C/c2cccn2C)n[nH]1
  A: 0; B: 5.0; C: 0.7; D: 1.5; E: 10; F: -1; G: 3; H: 5; I: -2
16) Cc1ccc(C(=O)N2CCCC(c3ccc(Cl)cc3)=N2)cc1
  A: -9; B: 0.4; C: 1.6; D: 3.9; E: 22; F: -3; G: -6; H: 7; I: -8
17) Cc1nnc(SCC(=O)Nc2nc(-c3ccc(F)cc3)cs2)[nH]c1=O
  A: 9; B: 1.1; C: 0.5; D: 0.9; E: 17&8; F: 2; G: 1; H: 12&8; I: -1
18) Cc1c(C(=O)Oc2cccc3cccnc23)cccc1[N+](=O)[O-]
  A: 14; B: -0.1; C: 2.5; D: 0.0; E: 16; F: 1; G: 2; H: 0; I: 5
19) COc1cc(C2C3=C(CCCC3=O)Nc3[nH]n(-c4ccccc4)c(=O)c32)ccc1O (stereo not given)
  A: 1; B: -1.4; C: 0.5; D: 0.1; E: -12; F: 1; G: 0; H: 9; I: -3
20) O=C(c1cccc(-n2cnnn2)c1)N1CC=C(c2ccccc2)CC1
  A: 4; B: -1.7; C: 0.8; D: 1.7; E: -15; F: -3; G: 3; H: 10; I: -10

# A second format for eleven compounds above.
# Order of results – Hck Nef HTS | TNF death inh | PERK inhibitor | zVAD death inh | EP2 mod | Runt-CBFb FRET | Runt-SMMHC FRET | EP2 antag | RBBP9 inh
(7) COc1ccc(Br)cc1CN1CCN(C(=O)c2ccc(F)cc2)CC1
 : 12 | 0.7 | -0.7 | 0.9 | -62 | -2 | 1 | 2 | -15
(8) Cc1cc(/C=N/NC(=O)c2ccc(CN3CCOCC3)cc2)c(C)n1-c1ccccc1
 : 1 | -4.8 | -1.3 | -0.1 | -9 | -1 | 0 | 8 | 2
(9) CCn1nc(CC(=O)Nc2nnc(CC(=O)N3CCCCC3)s2)c2ccccc2c1=O
 : 3 | 0.7 | 0.4 | 0.4 | 35 | 0 | 1 | . | -2
(10) Cc1nn(C)c(C)c1NC(=O)c1ccc(Br)o1
 : 21 | 0.6 | 0.2 | 1.1 | 17 | 2 | -2 | 13 | -7
(11) O=C(Cc1ccc(Br)cc1)Nc1cccc(-c2cn3c(n2)SCC3)c1
 : 14 | -11 | -0.2 | -0.3 | -69 | 0 | -2 | 10 | -8
(12) COc1cc(C(=O)Nc2ccncc2)c([N+](=O)[O-])cc1OC
 : 6 | 3.0 | 2.7 | -0.1 | 7 | 0 | -8 | 5 | -1
(13) O=c1c2ccccc2sn1-c1cc(S(=O)(=O)N2CCOCC2)ccc1N1CCCC1
 : 2 | -3.5 | -0.7 | -1.1 | -36 | -30 | 39 | 14 | 10
(14) COC(=O)Cc1ccc(OCC(=O)Nc2ccc(OC(F)(F)F)cc2)cc1
 : 7 | 2.2 | -0.1 | 0.2 | -7 | -5 | 3 | 14 | 1
(15) Cc1cc(C(=O)N/N=C/c2cccn2C)n[nH]1
 : 0 | 5.0 | 0.7 | 1.5 | 10 | -1 | 3 | 5 | -2
(16) Cc1ccc(C(=O)N2CCCC(c3ccc(Cl)cc3)=N2)cc1
 : -9 | 0.4 | 1.6 | 3.9 | 22 | -3 | -6 | 7 | -8
(17) Cc1nnc(SCC(=O)Nc2nc(-c3ccc(F)cc3)cs2)[nH]c1=O
 : 9 | 1.1 | 0.5 | 0.9 | 17&8 | 2 | 1 | 12&8 | -1

# Next part:
No.	SMILES	Hck Nef HTS	TNF death inh	PERK inhibitor	zVAD death inh	EP2 mod	Runt-CBFb FRET	Runt-SMMHC FRET	EP2 antag	RBBP9 inh
21	Cc1ccc(C)c(-c2nc3cc(N)ccc3o2)c1	-4	-10	0.2	0.8	11&-7	0	1	16&18	-8
22	CC1CCN(S(=O)(=O)c2ccc(C(=O)NNC(=O)C3CC3)cc2)CC1	19	0.6	0.2	0.6	15	-1	-7	8	-4
23	Cn1c(=O)c2c(nc(N3CCCCC3)n2CCNC2=NCCC2)n(C)c1=O	1	1.8	-1.2	1.7	17	1	0	23	11
24	COc1ccc(S(=O)(=O)Nc2ccc(C(F)(F)F)cc2)cc1OC	-9	-1.7	0.8	0.0	11	-2	-1	11	-13
25	Cc1ccc(-c2ccc(=O)n(CC(=O)NCc3ccc(F)cc3)n2)cc1	4	0.9	1.7	5.3	8	.	-1	4	-13
26	COCC(C)NS(=O)(=O)c1ccccc1 (stereo not given)	-25	0.2	1.0	-0.1	-8	2	-3	11	-2
27	O=C(NC1CCCCC1)C(c1cc2c(cc1[N+](=O)[O-])OCO2)N1CCCCC1 (stereo not given)	-7	0.5	-0.5	.	18	5	7	7	-3

# This is a subset; count on the stated rates, not on these rows.
